Screening data as filed in PubChem.
mIDH1 inhibitor: inhibitors of human mutant IDH1 R132H. Potency, µM (doses to about 76.6 µM), for inactives: top-dose activity change, negative = inhibition, most hits filed as inhibitors. O75874. AID 602179. IDH1-R132H enzyme, NADPH consumption, diaphorase/resazurin fluorescence. 390,000 compounds, 0.093% hits; further: potency means the concentration at half of the fitted maximal effect; on the % scale 0 is the no-effect control and ±100 the full control effect; nearly all actives have a fitted effect of over 65% in size
Target sequence (O75874 whole entry R132H, stated change not applied): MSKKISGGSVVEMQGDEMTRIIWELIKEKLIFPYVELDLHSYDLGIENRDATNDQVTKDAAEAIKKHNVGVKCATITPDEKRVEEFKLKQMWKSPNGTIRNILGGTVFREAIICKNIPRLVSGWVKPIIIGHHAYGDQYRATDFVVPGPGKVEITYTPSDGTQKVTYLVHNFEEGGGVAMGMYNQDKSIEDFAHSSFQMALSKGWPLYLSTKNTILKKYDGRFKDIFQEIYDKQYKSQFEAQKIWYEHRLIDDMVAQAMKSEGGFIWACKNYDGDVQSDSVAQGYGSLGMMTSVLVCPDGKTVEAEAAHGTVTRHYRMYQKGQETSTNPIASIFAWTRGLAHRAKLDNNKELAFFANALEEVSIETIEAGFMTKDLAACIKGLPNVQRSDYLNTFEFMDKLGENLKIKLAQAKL
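IDH1-R132H (0.5 ug/mL) preincubated 30 min with compound, then NADPH (0.016 mM) and alpha-KG (2 mM) added; 80 min at RT, pH 7.5. Remaining NADPH coupled via diaphorase/resazurin to fluorescence (540/590 nm); concentration-response curves normalized to no-enzyme control.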
LDHA inh: blocks human lactate dehydrogenase A | purified LDHA, NADH/diaphorase-resazurin fluorescence; stronger effect = lower value | 480,000 compounds, 0.15% hits | activity change, % (values are at about 110 or 230 µM) | P00338 | AID 1347041; in the data active means activity change below about -30%; inconclusive means mostly about -25% to -30%;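 further: plate controls were DMSO wells for no effect and wells without enzyme for full effect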
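Human LDH5 (2 nM) was incubated with 0.06 mM NADH and 0.2 mM pyruvate for 5 min at room temperature in Tris pH 7.4. Remaining NADH was coupled through diaphorase/resazurin, and resorufin fluorescence was read at 0 and 20 min.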
USP1-UAF1 inh: inhibitors of human USP1/UAF1 deubiquitinase; O94782; recombinant USP1/UAF1, Ub-Rhodamine cleavage fluorescence; Potency, µM (titrated, usually from 57.1 µM), inactives show at the top dose activity change, negative = inhibition, hits mostly inhibitors; 390,000 compounds, 0.23% hits; AID 743255; further: potency means the concentration at half of the fitted maximal effect; on the % scale 0 is the no-effect control and ±100 the full control effect; nearly all actives have a fitted effect of over 60% in size; inactives centre near -12
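USP1/UAF1 complex at 1 nM was preincubated with compound for 15 min at room temperature, then Ub-Rho substrate (150nM final) was added. Fluorescence (480/540 nm) was read kinetically, 6 reads every 60 seconds.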
Vif-A3F inh: inhibitors of Vif-A3F interaction; Potency, µM (doses to about 46.1 µM), for the others: at the top dose activity, negative = active; HeLa A3F-eYFP + Vif (tagged APOBEC3F with the HIV-1 protein that degrades it), YFP fluorescence increase; 390,000 compounds, 0.2% hits; AID 602313; further: potency means the concentration at half of the fitted maximal effect; % of control where 0% means no effect; nearly all actives have a fitted effect of over 65% in size
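HeLa cells stably expressing A3F-eYFP plus Vif, plated and incubated overnight at 37 deg C, then exposed to compounds overnight at 37 deg C. Blocked degradation read as raised yellow fluorescence (Ex 488/Em 500-530).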
RGS4 inh: inhibitors of human regulator of G protein signaling 4; 390,000 compounds, 0.039% hits; Transcreener GDP fluorescence polarization, RGS4-accelerated GTP hydrolysis; P49798; Potency, µM (doses to about 114 µM), for inactives: top-dose activity change, negative = inhibition, usual class: inhibitors; further: potency means the concentration at half of the fitted maximal effect; on the % scale 0 is the no-effect control and ±100 the full control effect; nearly all actives have a fitted effect of over 75% in size; some results filed as inactive show a strong effect at the top dose
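MLSMR compounds (23 nl, pin-transferred) preincubated 10 min at room temperature with a 500nM (2x) first reagent, then RGS4 at 900nM (2x) plus Transcreener GDP mix added; fluorescence polarization (620/688 nm) read before and after 90 min at 30 °C.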
Vif-A3G inh: Vif-A3G binding inhibition; Potency, µM (series often up to 46.1 µM), for the others: at the highest dose activity, negative = active, actives largely listed as inhibitors; HeLa A3G-eYFP + Vif (tagged APOBEC3G with the HIV-1 protein that degrades it), YFP fluorescence, overnight; 410,000 compounds, 0.076% hits; Q9HC16;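 further: potency means the concentration at half of the fitted maximal effect; on the % scale 0 is the no-effect control and ±100 the full control effect; nearly all actives have a fitted effect of over 60% in size; hits raise eYFP signal because A3G escapes Vif-driven loss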
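HeLa cells stably expressing Vif and C-terminally eYFP-tagged A3G, seeded overnight at 37 deg C, then exposed to compound by pintool overnight at 37 deg C. Rise in yellow fluorescence (Ex 488/Em 500-530, Acumen) marks blocked Vif-driven A3G degradation.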
GRP78 ERSR act: ER stress response induction in glioma; U87-MG GRP78 promoter luciferase reporter, 16 h; Potency, µM, for inactives: top-dose activation, hits mostly activators; 420,000 compounds, 0.02% hits; further: potency means the concentration at half of the fitted maximal effect; series mostly up to about 76 µM; % of control where 0% means no effect; nearly all actives have a fitted effect of over 35% in size
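Stably transfected U87-MG glioma cells carrying a GRP78-based luciferase sensor; 16 h compound incubation. Luminescence end-point read 10 min after Bright-Glo addition at room temperature.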
TrxR1 inh: blocks rat thioredoxin reductase 1; AID 588453; 390,000 compounds, 1% hits; Potency, µM (top dose mostly 114 µM), inactives show at the highest dose activity change, negative = inhibition, hits mostly inhibitors; recombinant rTrxR1, NADPH fluorescence consumption, selenite substrate; O89049; further: potency means the concentration at half of the fitted maximal effect; on the % scale 0 is the no-effect control and ±100 the full control effect; nearly all actives have a fitted effect of over 65% in size
Target sequence (O89049 whole entry, looked up): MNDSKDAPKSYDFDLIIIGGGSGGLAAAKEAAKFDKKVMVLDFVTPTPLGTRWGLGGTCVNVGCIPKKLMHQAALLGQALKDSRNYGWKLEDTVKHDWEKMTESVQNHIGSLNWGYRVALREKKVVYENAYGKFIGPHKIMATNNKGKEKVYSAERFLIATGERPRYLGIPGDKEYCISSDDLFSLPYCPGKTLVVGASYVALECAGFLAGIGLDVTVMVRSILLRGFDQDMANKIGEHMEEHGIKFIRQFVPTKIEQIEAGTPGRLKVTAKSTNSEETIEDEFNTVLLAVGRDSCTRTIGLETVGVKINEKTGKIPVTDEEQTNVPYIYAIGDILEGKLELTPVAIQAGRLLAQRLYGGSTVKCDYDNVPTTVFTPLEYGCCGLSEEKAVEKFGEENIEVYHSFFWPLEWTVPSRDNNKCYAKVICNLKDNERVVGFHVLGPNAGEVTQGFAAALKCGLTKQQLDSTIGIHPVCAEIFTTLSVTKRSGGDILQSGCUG
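Rat TrxR1 (90 nM in the dispensed reagent) was pre-reduced with 400 uM NADPH for 5 min at room temperature, then incubated with compound for 15 min. After 400 uM selenite was added, NADPH fluorescence (Ex 340/Em 450 nm) was followed for 8 min.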
TrxR1 substrate: rat thioredoxin reductase 1 substrate activity; O89049; purified TrxR1 substrate turnover, NADPH consumption readout; Potency, µM (top dose mostly 114 µM), for inactives: at the highest dose activity change, negative = substrate turnover; 390,000 compounds, 0.01% hits; AID 588456; further: potency means the concentration at half of the fitted maximal effect; on the % scale 0 is the no-effect control and ±100 the full control effect; nearly all actives have a fitted effect of over 50% in size
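Rat TrxR1, dispensed at 90 nM, was prereduced with 400 uM NADPH (final) for 5 min at ~22 deg C, then incubated with compound 15 min before 400 uM selenite. A first-read NADPH fluorescence drop versus no-compound background flagged substrates.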
Active calls of the source: *; ? = inconclusive; / = no result given; & = joins results of further samples; [ ] = another dose, or the depositor's remark. Unless noted, the call rests on the fitted dose curve; in most records, active means well fitted curve in the direction sought with a large enough effect; inconclusive means small, poorly fitted or top-dose-only effect, or another doubt; inactive means no such curve, though single readings can be large; an effect the other way counts as inactive or inconclusive.

SMILES	mIDH1 inhibitor	LDHA inh	USP1-UAF1 inh	Vif-A3F inh	RGS4 inh	Vif-A3G inh	GRP78 ERSR act	TrxR1 inh	TrxR1 substrate
COc1ccc(N(CCC(=O)NCCc2ccccc2)S(=O)(=O)c2ccc(C)cc2C)cc1	5%	-4	-13%	3%	2%	1%	1%	32%	-4%
Cc1ccccc1CNCc1ccc2c(c1)OCO2	-10%	-22	-3%	1%	32%	-7%	1%	?	-12%
CNC(=O)c1cnc(-c2ccccc2)nc1-c1ccccc1	4%	-1	-16%	4%	-28%	1%	-6%	17%[57.1 µM]	10%[57.1 µM]
CCOC(=O)N1CCC(NC(=O)c2ccc(CS(=O)c3ccc(Cl)cc3)o2)CC1 (stereo not given)	0%	-2	-6%	-12%	9%	8%	-7%	15%	1%
O=C(CN(C(=O)CCC(=O)Nc1nccs1)c1ccc2c(c1)OCCO2)NCc1ccco1	1%	-9	-6%	-18%	20%	1%	-5%	11%[57.1 µM]	11%[57.1 µM]
CCOC(=O)C1=C(CSc2n[nH]c(N)n2)NC(=O)NC1C (stereo not given)	2%	0	2%	-8%	-4%	-1%	-2%	6%	3%
Cc1ccc(S(=O)(=O)Nc2ccccc2C(=O)N2CCCCC2C)c(C)c1NS(C)(=O)=O (stereo not given)	6%	-2	-6%	-1%	-8%	5%	-4%	13%	0%
CC(C)(C)NC(=O)C[C@H]1C[C@H](C(=O)N2CCOCC2)[C@@]2(CCC3CCCC3)c3[nH]c4cc(-c5ccco5)ccc4c3CCN2C1=O	-8%	-10	-17%	-1%	-42%	1%	-3%	6%	12%
CC(C)(C)OC(=O)C[C@H]1C/C=C\C[C@@H](CC(=O)N(CCO)Cc2ccccc2)C(=O)N[C@@H](c2ccccc2)COC1=O	17%	-1	-2%	-3%	-5%	2%	-3%	18%	4%
Cc1ccc(N=C2NC(=O)/C(=C/c3cccn3C)S2)cc1	10%	-2	-17%	?	-13%	5µM*	2%	17%	-4%
CC(=O)NCCCC(=O)NNC1CC(=O)N(c2cccc(Cl)c2)C1=O (stereo not given)	2%	-11	2%	-6%	-3%	0%	-3%	14µM*	2%
O=C(Nc1ccc2c(c1)OCO2)c1ccccc1	9%	3	-13%	-3%	33%	-1%	-3%	-7%	-4%
Cc1ccc(S(=O)(=O)NCCOc2nc(N(C)C)nc(N(C)C)n2)cc1	-7%	-1	-22%	-6%	2%[11.4 µM]	2%	2%	-1%	2%
C[C@H](CO)N1C[C@H](C)[C@@H](CN(C)S(=O)(=O)c2cccc(F)c2)OCc2cn(nn2)CCCC1=O	-11%	-34*	-20%	-9%	/	-4%	-2%	/	/
CCC(CC)c1nnc(NC(=O)C2CCCO2)s1 (stereo not given)	2%	-4	-11%	-23%	-23%	-2%	4%	21%[57.1 µM]	0%[57.1 µM]
CCCN1CC(=O)N2C(c3ccccc3)c3[nH]c4ccccc4c3C[C@H]2C1=O (stereo not given in full)	-9%	6	-7%	4%	5%[56.9 µM]	-9%	-2%	17%	3%
CCCN(CCC)S(=O)(=O)c1cc(CN2C(=O)c3cccnc3C2=O)ccc1OC	5%	-1	-18%	-1%	3%	3%	1%	26%	7%
CCCCn1c(-c2ccco2)nc2oc3ccccc3c(=O)c2c1=O	7%	-2	5%	2%	-8%	-5%	-3%	-14%	-10%
Cc1ccc(C)c(COc2coc(CN3CCN(C(=O)c4ccco4)CC3)cc2=O)c1	-1%	-4	2%	1%	16%	0%	-3%	-24%	1%
O=C(Nc1cccc(F)c1)C1CCN(C(=O)NCc2ccccc2)CC1	-11%	-5	-5%	2%	4%	4%	-7%	-2%	-4%
CCCN(CCC)C(=O)Cn1c(=O)c2ccccc2n2c(=S)sc(-c3ccccc3C)c12	-4%	-7	-10%	0%	-12%	-5%	-4%	4%	-3%
Cc1ccc(S(=O)(=O)N2CCOCC2)cc1NC(=O)c1cccc(S(=O)(=O)N2CCCC2)c1	0%	-1	-1%	-3%	5%	3%	-3%	14%	1%
O=C(NCCCN1CCOCC1)[C@@H]1CSC2c3ccccc3C(=O)N21 (stereo not given in full)	-1%	-8	-7%	-4%	-4%[11.4 µM]	1%	-1%	2%[57.1 µM]	6%[57.1 µM]
COc1cc(C(=O)N2CCN(C(=O)CC(C)C)CC2)cc(OC)c1OC	2%	-9	-1%	-1%	19%	0%	-4%	20%[57.1 µM]	7%[57.1 µM]
COc1ccc(CCNS(=O)(=O)c2ccc(N3CCCCS3(=O)=O)cc2)cc1OC	6%	2	-10%	-8%	-10%	0%	-2%	9%[57.1 µM]	-2%[57.1 µM]
Nc1c(C(=O)NCc2ccccc2)nnn1Cc1ccccc1	-3%	-8	3%	?	11%	-14%	-3%	8%	-6%
CCC(CC)COC(=O)C1=C(C)NC(=O)NC1c1cccc([N+](=O)[O-])c1 (stereo not given)	17%	2	-19%	1%	-16%	2%	-2%	14%	7%[2.29 µM]
COC(=O)c1c(C)cccc1C1CN=NC12Cc1ccccc1C2=O (stereo not given)	8%	4	-11%	0%	-40%	3%	-3%	2%[11.4 µM]	-2%[11.4 µM]
O=C(c1cc(-c2cccs2)nn1-c1ccccc1)N1CCN(S(=O)(=O)c2ccccc2)CC1	1%	-2	-18%	-3%	-5%	-2%	-2%	14%	-3%
Cc1ccc(NC(=O)CN2CCN(Cc3ccccc3)CC2)cc1	-8%	-3	-9%	13%	-3%	-4%	-5%	14%	-3%
Cc1cc(C)c2nc(NC(=O)c3ccc(S(=O)(=O)N4CCCC4)cc3)sc2c1	4%	-10	-14%	0%	23%	-3%	-3%	8%[57.1 µM]	2%[57.1 µM]
CN(C)C(=O)c1ccc(NC(=O)Cn2nc(-c3ccccc3)c3ccccc3c2=O)cc1	-3%	-3	-1%	1%	-15%	0%	-1%	18%	11%
COc1ccc(OC(=O)c2nc(SCc3ccccc3F)ncc2Cl)cc1	-11%	0	-12%	4%	11%	-3%	-1%	30%	2%
N/C(Cc1cccs1)=N\OC(=O)COc1ccc(Br)cc1	4%	-4	-18%	-9%	29%	-1%	-2%	3%	-6%
COc1ccc(N(C(=O)c2ccccc2OC)C2C=CS(=O)(=O)C2)c(OC)c1 (stereo not given)	3%	2	-21%	-9%	19%	1%	-2%	8%	-3%
CC(c1ccco1)N(C(=O)COc1ccc(Cl)cc1)c1ccccn1 (stereo not given)	0%	-10	-7%	-2%	46%	-1%	-2%	-35%	3%
C/C(=N\NC(=O)c1cc(C)nc2ccccc12)c1cccs1	-7%	-10	-11%	-1%	26%	-25%	-4%	23%	-2%
CN1CCN(C(=O)C2CCN(c3ncnc4c3nc3n4CCCCC3)CC2)CC1	1%	0	-13%	-17%	-35%[56.9 µM]	10%	2%	15%[57.1 µM]	-8%[57.1 µM]
CCOc1ccc(C(=O)NCCCN2CCOCC2)cc1OCC	1%	-6	-10%	0%	-11%	-1%	-2%	10%[57.1 µM]	7%
COC(=O)Cn1c(C)nc2c(sc3nc(C)cc(C)c32)c1=O	2%	3	-9%	3%	8%	0%	-1%	0%[57.1 µM]	4%[57.1 µM]
CCc1ccc(C(=O)COC(=O)CNC(=O)C2CCCCC2)cc1	-10%	-3&-2	0%	5%	-13%&16%	0%&0%	-2%&4%	19%	7%[0.0914 µM]
CCS(=O)(=O)N1CCN(C(=O)c2ccc(-c3ccccc3)cc2)CC1	7%	-3	-9%	0%	34%	-5%	-3%	4%[57.1 µM]	5%
C=CCNC(=O)c1oc2ccc(S(=O)(=O)N3CCC4(CC3)OCCO4)cc2c1C	-8%	-2	-9%	1%	3%	0%	-5%	0%	1%
COc1ccc(S(=O)(=O)N2CCN(C(=S)NCC3CCCO3)CC2)cc1OC (stereo not given)	3%	-3	-23%	-1%	-17%	2%	-2%	10%	0%
COc1ccccc1OCc1nnc(SCCN2CCOCC2)o1	12%	-18	-5%	0%	-12%	1%	-2%	8%	1%
CN(C)c1ccc(C(CNS(=O)(=O)c2cccc([N+](=O)[O-])c2)N2CCOCC2)cc1 (stereo not given)	-6%	5	-10%	7%	-1%	1%	-3%	15%[57.1 µM]	12%[57.1 µM]
Cc1csc(=O)n1CCC(=O)OCC(=O)c1ccc(Br)cc1	7%	-1	-18%	-6%	-23%	1%	-1%	-1%	-3%[57.1 µM]
CCCCNC(=O)c1nc2ncc(Br)cn2n1	2%	-3	10%	-6%	-15%	0%	-2%	-3%	-1%
CCCCN(C)C1CCN(C(=S)Nc2ccc(OCC)cc2)CC1	2%	0	-5%	1%	-21%	1%	-3%	29%[0.0914 µM]	9%
C=CCn1c(SCC(=O)Nc2ccc(C(=O)O)cc2)nnc1-c1cccnc1	1%	-3	-17%	0%	11%	-7%	-4%	19%	3%
CCOc1cc(CNC(=O)c2cc(-c3ccccc3)n[nH]2)cc(OCC)c1OCC	-13%	-1	-18%	-6%	-1%	-4%	0%	22%	3%

This is a subset; the hit share may differ from the screen's.
